High-throughput results (PubChem)
IDE inh: inhibitors of human insulin-degrading enzyme in cells; P14735; HEK cells, FAbetaB cleavage, fluorescence polarization; inhibition, % at 5.59 µM; 320,000 tested, 0.41% active; AID 434962;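 active = percent inhibition above the average of all tested compounds plus 3 SD, set per screening campaign, cut at about 16% in these data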;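 note: IDE supplied by intact live HEK cells; FP after avidin binding of uncleaved biotin substrate so inhibition keeps polarization high; 0% = DMSO wells and 100% = 60 µM reference IDE inhibitor Ii1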
Target sequence (P14735 whole entry, looked up): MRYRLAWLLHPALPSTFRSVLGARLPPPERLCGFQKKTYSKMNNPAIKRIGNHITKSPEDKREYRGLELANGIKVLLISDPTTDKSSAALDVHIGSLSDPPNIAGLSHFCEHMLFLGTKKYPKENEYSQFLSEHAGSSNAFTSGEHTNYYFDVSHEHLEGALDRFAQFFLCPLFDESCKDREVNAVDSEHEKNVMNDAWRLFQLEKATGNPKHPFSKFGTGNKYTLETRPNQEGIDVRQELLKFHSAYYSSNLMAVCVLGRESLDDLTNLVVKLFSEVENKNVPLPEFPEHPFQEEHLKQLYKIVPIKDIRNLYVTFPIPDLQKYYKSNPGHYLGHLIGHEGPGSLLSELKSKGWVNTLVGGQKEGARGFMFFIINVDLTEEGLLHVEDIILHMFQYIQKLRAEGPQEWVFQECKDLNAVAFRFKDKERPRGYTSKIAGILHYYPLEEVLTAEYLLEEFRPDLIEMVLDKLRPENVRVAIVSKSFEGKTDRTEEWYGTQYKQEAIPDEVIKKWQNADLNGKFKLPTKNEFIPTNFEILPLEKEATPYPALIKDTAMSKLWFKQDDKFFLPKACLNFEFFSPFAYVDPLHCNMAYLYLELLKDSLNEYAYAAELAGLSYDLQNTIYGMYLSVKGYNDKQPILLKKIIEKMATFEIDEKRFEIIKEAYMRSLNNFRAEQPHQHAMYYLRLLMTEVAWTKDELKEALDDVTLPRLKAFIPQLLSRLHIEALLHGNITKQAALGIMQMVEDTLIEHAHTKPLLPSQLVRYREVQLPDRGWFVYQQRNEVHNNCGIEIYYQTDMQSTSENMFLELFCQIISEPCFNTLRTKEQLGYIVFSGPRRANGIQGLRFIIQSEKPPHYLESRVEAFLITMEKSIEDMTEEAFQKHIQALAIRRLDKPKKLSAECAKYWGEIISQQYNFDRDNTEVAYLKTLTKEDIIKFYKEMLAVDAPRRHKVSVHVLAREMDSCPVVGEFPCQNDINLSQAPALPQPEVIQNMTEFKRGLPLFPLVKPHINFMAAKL
IDE cell activ: activators of human insulin-degrading enzyme in cells; 340,000 tested, 0.073% active; activation, % at 5.96 µM; AID 493087; HEK cells, FAbeta-B cleavage, fluorescence polarization; 0% vehicle, 100% cell-free pure enzyme wells;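 active = activation above the mean of all tested compounds plus 3 SD, set per screening campaign, cut at about 17% in these data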
VIM-2 inhibitor: blocks Pseudomonas aeruginosa VIM-2 metallo-beta-lactamase; purified VIM-2, nitrocefin hydrolysis, epi-absorbance fluorescence; 290,000 tested, 0.89% active; inhibition, % at 5.6 µM;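 active = inhibition above the mean of all tested compounds plus 3 SD, cutoff set per screening run, cut at about 7.5% in these data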;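 note: red hydrolysis product quenches plate fluorescence so inhibitors raise well fluorescence; 0% = enzyme with DMSO and 100% = DMSO without enzyme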
PHOSPHO1 inh: inhibitors of human PHOSPHO1 phosphatase. Q8TCT1. recombinant PHOSPHO1, absorbance phosphatase assay. inhibition, % at 13.3 µM. 290,000 tested, 1.1% active. AID 1565; in the data active = inhibition above about 60%
NALP1 inh: blocks the NALP1 inflammasome reconstituted in yeast | S. cerevisiae NALP1/ASC/caspase-1 growth, X-gal OD620, 72 h | inhibition, % at 10 µM | 280,000 tested, 0.61% active; in the data active = inhibition mostly above about 24%, no sharp cut-off; inactive = mostly below about 32%; note: some compounds called inactive have numbers as strong as hits
IMP-1 inhibitor: blocks Pseudomonas aeruginosa IMP-1 metallo-beta-lactamase | purified IMP-1, nitrocefin hydrolysis, epi-absorbance fluorescence | inhibition, % at 5.6 µM | 290,000 tested, 0.45% active;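 active = inhibition above the mean plus 3 SD of all compounds in the same screening run, cut at about 4.5% in these data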;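 note: 0% = IMP-1 with DMSO and 100% = DMSO wells lacking enzyme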
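System: purified IMP-1; amount: IMP-1 0.2 nM before substrate addition; compound: single dose, 5.6 µM; times: 25 °C, 15 min preincubation, 25 min reaction; signal: Epi-absorbance via hydrolysed-nitrocefin quenching of white-plate fluorescence, 480/530 nm, EDTA stop; benchmarks: DMSO with and without IMP-1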
GPR7 antagonist: blocks human GPR7 receptor signaling; P48145; GPR7-expressing cells, fluorescence antagonist assay; AID 1861; 290,000 tested, 1.1% active; inhibition, % at 4.4 µM; in the data active = inhibition above about 16%, passing the limit was not always enough;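 note: cells stimulated with the agonist NPW; 0% = agonist with vehicle and 100% = vehicle without agonist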
M18AAP inhibitor: blocks P. falciparum M18 aspartyl aminopeptidase. inhibition, % at 7.35 µM. recombinant PfM18AAP, H-Glu-NHMec fluorogenic cleavage. AID 1822. 290,000 tested, 1.2% active;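 active = inhibition above the campaign mean inhibition over all tested compounds plus 3 SD, cut at about 28% in these data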;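 note: 0% = plate median of test compound wells and 100% = 2 mM ZnCl2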
p-CIP stab down: lowers stability of the mouse p/CIP coactivator protein. Q05BA5. F442A p/CIP-EGFP cells, EGFP fluorescence, 16 h. decrease of EGFP signal, % at 10 µM. 290,000 tested, 0.01% active;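 active = EGFP signal decrease of at least 30% at 10 µM or well 3 SD below plate mean, unless failing retest; inactive = the rest, including hits failing retest or dose response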; note: some compounds called inactive have numbers as strong as hits; many of its hits are not listed in these tables
Active calls of the source: *; · = not tested or not shown.

No.	canonical_smiles	IDE inh	IDE cell activ	IMP-1 inhibitor	PHOSPHO1 inh	VIM-2 inhibitor	p-CIP stab down	GPR7 antagonist	M18AAP inhibitor	NALP1 inh
1	COc1ccccc1NC(=S)NNC(=O)c1ccccc1Br	-1.8	4.7	-3.7	-2.2	-3.4	-1.9	-9.0	6.6	15.8
2	Cc1ccccc1CCNC(=O)Cn1nc(C)c2c(C)n(-c3ccccc3)nc2c1=O	4.8	4.7	-4.2	18.1	-3.9	0.6	-7.2	-2.6	7.8
3	CC(C)[C@H](NC(=O)N1CCn2c1nc1ccccc12)C(=O)NCc1ccc(F)cc1	4.4	-2.8	2.0	-1.9	-1.8	-14.1	-4.1	6.8	8.2
4	O=C(CCCOc1ccccc1)N1CCN(S(=O)(=O)c2cccs2)CC1	6.2	-2.2	-2.0	-3.2	-1.0	-4.9	-3.8	0.2	7.9
5	CCc1c(C)nc(SCC(=O)Nc2nc(-c3ccc(OC)cc3)cs2)[nH]c1=O	-3.1	-4.7	-3.6	36.7	-3.1	-8.4	-0.1	-3.6	-1.5
6	Cc1cccc(/C=N\Nc2nnc(-c3ccccc3)c(=O)[nH]2)c1	2.9	3.5	-2.9	0.8	-3.4	-18.7	-14.4	-7.0	22.2
7	COC(=O)CC1COc2ccccc2N1C(=O)c1ccc(Cl)cc1 (stereo unspecified)	2.6	2.8	-2.5	-147.7	-8.5	-1.7	6.8	4.0	-7.3
8	CN(C)S(=O)(=O)c1ccc(Oc2ccccc2)cc1	0.1	3.5	-1.4	6.3	-2.9	8.0	-5.9	-0.8	·
9	CCOC(=O)Cc1cc(=O)n2[nH]c(-c3ccccc3)cc2n1	1.4	4.8	-3.8	-8.3	-2.2	-5.2	-11.1	-2.4	1.8
10	C=CCNc1nc(Nc2ccc(OC)cc2)nc(OC)n1	9.2	-4.5	-3.0	1.2	-1.4	3.3	-5.5	6.8	·
11	CCOC(=O)c1c(C)[nH]c(C)c1S(=O)(=O)NCC1CCN(Cc2ccc(C)cc2)CC1	-5.3	6.0	-1.1	30.2	0.9	1.6	-4.1	-8.8	14.6
12	N#Cc1cn(-c2ccccc2)nc1C(=O)c1ccccc1	2.9	1.2	-6.2	6.4	-1.6	-0.9	1.8	-11.6	-8.4

Fetched by compound from above, 4 records:
No.	canonical_smiles	IDE inh	IDE cell activ	IMP-1 inhibitor	PHOSPHO1 inh	VIM-2 inhibitor	p-CIP stab down	GPR7 antagonist	M18AAP inhibitor	NALP1 inh
7	COC(=O)CC1COc2ccccc2N1C(=O)c1ccc(Cl)cc1 (stereo unspecified)	2.6	2.8	-2.5	-147.7	-8.5	-1.7	6.8	4.0	-7.3
6	Cc1cccc(/C=N\Nc2nnc(-c3ccccc3)c(=O)[nH]2)c1	2.9	3.5	-2.9	0.8	-3.4	-18.7	-14.4	-7.0	22.2
12	N#Cc1cn(-c2ccccc2)nc1C(=O)c1ccccc1	2.9	1.2	-6.2	6.4	-1.6	-0.9	1.8	-11.6	-8.4
1	COc1ccccc1NC(=S)NNC(=O)c1ccccc1Br	-1.8	4.7	-3.7	-2.2	-3.4	-1.9	-9.0	6.6	15.8

(list continues)
No.	canonical_smiles	IDE inh	IDE cell activ	IMP-1 inhibitor	PHOSPHO1 inh	VIM-2 inhibitor	p-CIP stab down	GPR7 antagonist	M18AAP inhibitor	NALP1 inh
13	COc1ccc(C(=O)NC(C)CCc2ccccc2)cc1 (stereo unspecified)	2.1	3.7	-4.8	3.1	-3.1	-5.4	-12.3	-16.7	18.9
14	COc1ccc(NC(=O)c2ccco2)c(OC)c1	0.4	-3.0	-3.8	8.7	-3.6	4.1	-12.0	0.8	-2.7
15	O=C(c1c(F)cccc1Cl)N1CCN(S(=O)(=O)c2ccc3c(c2)OCCCO3)CC1	3.8	0.9	-3.3	7.6	-1.3	0.3	-4.0	0.2	7.5
16	CCOC(=O)c1ccc(-n2c(CN(CC)CC)nc3ccc([N+](=O)[O-])cc3c2=O)cc1	-2.7	1.5	-3.9	-32.7	-3.7	-1.3	-11.7	9.2	7.4
17	COc1ccc(NC(=O)CC2Oc3ccccc3NC2=O)cc1 (stereo unspecified)	0.3	0.9	-3.8	9.7	-3.0	-10.3	1.1	-1.9	·
18	O=C(N/N=C/c1ccc[nH]1)c1ccccc1[N+](=O)[O-]	2.2	-0.3	-1.1	1.1	-3.2	2.2	-3.5	9.1	12.9
19	Cc1nc2ccc(S(=O)(=O)NC(C(=O)N3CCCC3)C(C)C)cc2s1 (stereo unspecified)	7.4	-2.9	-2.0	-26.5	-1.0	-0.6	-6.8	3.5	-4.8
20	Cc1ccc(-c2cc(C(=O)N/N=C/c3ccccc3)n[nH]2)o1	8.4	6.1	-2.2	39.9	-4.8	4.6	-3.4	16.4	-18.8
21	N/C(=N\OC(=O)c1ccc(Cl)c([N+](=O)[O-])c1)c1ccccc1	-2.9	2.8	0.0	19.2	0.3	-2.4	-5.4	-3.8	20.1
22	Cc1ccc2nc(NC(=O)c3ccc(Cn4cc(Cl)cn4)o3)sc2c1	-0.5	-1.6	-1.3	-0.9	-3.8	-14.1	-11.4	-3.7	-82.4
23	CSc1nnc(-c2ccccc2N=Cc2c(C)[nH]n(-c3ccccc3)c2=O)c(=O)[nH]1	5.6	3.0	-6.3	-0.1	-3.4	-11.0	-2.2	-13.0	19.9
24	CCOc1cccc(-c2nnc3sc(COc4ccc(Cl)cc4)nn23)c1	4.8	-1.5	-2.3	11.6	0.2	0.2	-7.8	1.8	-0.3
25	COc1ccccc1CCc1nnc(CCC(=O)NC(C)Cc2ccsc2)o1 (stereo unspecified)	2.4	9.2	-0.3	41.2	1.0	3.8	-7.3	-12.1	0.9
26	c1cncc(N=c2scc(-c3cccc4ccccc34)n2CCCn2ccnc2)c1	6.8	0.4	0.6	5.9	-1.7	1.8	18.0	0.6	6.5
27	N#Cc1c(NC(=O)C2CCCO2)sc2c1CCCCCC2 (stereo unspecified)	2.5	0.7	-1.4	-2.2	-1.4	-5.1	0.3	2.9	28.6
28	COc1ccc(C2c3cc(OC)c(OC)cc3CCN2S(C)(=O)=O)cc1OC (stereo unspecified)	·	·	-1.4	3.5	-2.2	-9.4	8.3	5.9	8.9
29	N#CCCN(Cc1cccnc1)C(=O)Nc1ccccc1	-3.4	5.3	1.5	14.6	-0.8	-0.5	4.6	9.7	7.1
30	CNC(=O)COC(=O)c1cccc(S(=O)(=O)N2CCN(c3ccc(F)cc3)CC2)c1	-5.3	5.7	-3.5	10.5	-2.8	-12.7	-12.3	2.1	2.0
31	C=CCNC(=S)Nc1ccc(Cl)cc1	-1.0	4.3	-2.2	8.1	-0.9	0.0	-4.3	2.8	4.5
32	Cc1cccc(CN2CCc3c(OCC(=O)NCc4ccco4)cccc3C2=O)c1	3.4	6.3	-3.1	13.2	-4.8	1.4	4.1	10.2	2.0
33	Cc1ccc(S(=O)(=O)N2CCC3(CC2)OCCO3)cc1	-0.7	-0.2	-3.6	26.3	-1.8	-7.2	-0.6	0.7	4.0
34	COc1cccc(CNCCNC(=O)c2nonc2N)c1	2.7	-2.4	-1.7	6.0	-0.8	-5.9	-14.5	-2.8	17.1
35	CCN(CC)c1nc(-c2ccccc2)nc2c1sc(=S)n2CC	-3.1	4.7	-1.9	4.1	-1.8	3.3	-2.9	-15.4	0.2
36	Cc1nccn1CCOc1ccccc1Cl	·	-3.5	-2.5	-2.1	-1.3	-1.2	-7.3	-16.8	-0.9
37	O=C1c2cccc(OCc3ccc(F)cc3)c2CCN1Cc1ccc(F)cc1	4.0	5.5	-2.4	-11.7	-2.2	3.8	4.8	2.0	32.0
38	CCc1ccc2[nH]c(=O)c(C(c3nnnn3Cc3ccco3)N3CCC(C)CC3)cc2c1 (stereo unspecified)	2.8	3.5	-0.8	5.5	-2.6	-3.5	2.3	18.9	13.5
39	CCOc1ccccc1NC(=S)N1C2CCC1CC(NC(=O)NC13CC4CC(CC(C4)C1)C3)C2 (stereo unspecified)	1.8	-0.1	-1.0	-1.4	-6.7	-7.0	-1.6	-3.7	0.6
40	CCN(C(=O)c1cccc(S(=O)(=O)N(C)C)c1)C12CC3CC(CC(C3)C1)C2	-2.7	-0.9	-0.8	-4.7	-0.4	-8.3	15.5	-4.6	5.7
41	O=C(NC(=S)N1CCN(c2ccc(Cl)cc2[N+](=O)[O-])CC1)c1cccs1	5.3	0.3	-3.9	28.7	-5.2	-13.7	-1.7	-1.3	14.2
42	Cc1cccc(NC(=O)Nc2cccc(C)n2)n1	6.6	1.4	-4.1	0.9	-4.0	11.0	-11.4	-6.8	29.9
43	Cc1ccc(C(=O)C2=C(O)C(=O)N(Cc3ccco3)C2c2ccc(N(C)C)cc2)o1 (stereo unspecified)	-3.4	0.8	0.8	51.4	1.2	7.0	1.1	22.1	12.8
44	CCOC(=O)c1c2c([nH]c(=S)c1C#N)CCCC2	-5.0	4.6	-2.0	24.6	-3.7	7.4	-8.7	6.0	-8.7
45	CC1(C)Cc2nc3oc4c(=S)nc[nH]c4c3cc2CO1	1.3	-3.1	-5.2	4.7	-4.2	2.9	-12.3	-9.6	·
46	COc1ccc(C(=O)C2CCCN(C(=O)C3CCOCC3)C2)c(C)c1 (stereo unspecified)	-4.7	4.3	-2.9	22.6	-2.0	-9.9	-10.5	2.3	-7.9
47	COc1ccccc1-n1cc([C@@H]2C[C@H]3CN(c4ccccc4)C(=O)[C@]34CCCN24)cn1	11.4	·	-2.7	53.2	-2.0	-25.6	-9.2	3.2	-3.5
48	Oc1[nH]c2ccccc2c1/C=N/c1nccs1	1.8	-3.3	-5.9	-6.8	-0.6	11.3	-4.5	-2.9	10.3
49	COc1ccc(Cl)c2sc(N3CCN(C(C)=O)CC3)nc12	1.7	1.6	-1.5	49.6	1.1	19.3	3.4	-2.9	8.7
50	CC(=O)Nc1ccc(CN2CCN(C3CCCC3)C(CCO)C2)cc1 (stereo unspecified)	6.8	3.4	-1.9	-2.1	-1.6	1.7	-8.3	2.8	2.1
51	O=C(CCS(=O)(=O)c1ccccc1)N1CCCc2ccccc21	1.0	2.4	-5.0	22.5	-1.9	-8.3	-12.3	3.6	17.7
52	Cc1ccnc(NS(=O)(=O)c2ccc(NC(=O)C(C)(C)C)cc2)n1	-2.1	7.3	-2.9	18.8	0.0	-4.4	-14.5	1.9	·
53	NC(Cc1ccc2nsnc2c1)C(=O)O (stereo unspecified)	-4.9	-7.1	-0.6	·	-3.0	·	-0.1	-2.2	·
54	Clc1cc(Br)ccc1OCCn1ccnc1	1.2	2.6	-0.7	5.7	-4.4	0.3	0.4	17.1	38.9
55	CCN1C(=O)c2ccccc2Sc2ccc(C(=O)NCCC(C)C)cc21	-0.8	-1.3	-1.9	34.0	0.8	0.1	8.4	1.1	11.7
56	CC1SCC(NC(=O)c2ccccc2Cl)CS1 (stereo unspecified)	3.6	·	-1.6	28.8	-2.8	-10.8	-2.9	0.9	7.2
